Bioassay records from PubChem BioAssay.
Growth percent in the NCI-60 one-dose screen (48 h, 10 µM unless noted): 100 = growth as untreated, 0 = no growth, -100 = all killed.
OVCAR-4 – OVCAR-4 ovarian cancer cells | AID 1794784 | hit rate 3.7% among 80,000
OVCAR-8 – OVCAR-8 ovarian cancer; hit rate 4.4% among 81,000; AID 1794782
OVCAR-5 – OVCAR-5 ovarian cancer; hit rate 2.9% among 82,000
NCI/ADR-RES – NCI/ADR-RES ovarian cells; hit rate 4.4% among 81,000; AID 1794790
NCI-H522 – NCI-H522 lung cancer; hit rate 8% among 78,000; AID 1794739
IGROV1 – IGROV1 ovarian cancer; AID 1794786; hit rate 4.7% among 79,000
SK-OV-3 – SK-OV-3 ovarian cancer cells; hit rate 3.2% among 80,000
OVCAR-3 – OVCAR-3 ovarian cancer; hit rate 7% among 79,000
NCI-H23 – NCI-H23 lung cancer; hit rate 4% among 80,000; AID 1794731
* hit, by the source's call; / = not tested or not shown; & = joins results of further samples. Rule for the calls: active = growth percent below 10; inactive = the rest. Outcome played no part in choosing rows; about 11% have a hit in one of these screens.

cpd	smiles	OVCAR-4	OVCAR-8	OVCAR-5	NCI/ADR-RES	NCI-H522
1	O=C(Cc1csc2[n+]1C(=O)/C(=C/c1cccc([N+](=O)[O-])c1)S2)Nc1ccccc1	92.8	96.4	107.3	102.6	78.3
2	COc1ccccc1C#Cc1cccc(C#CCCCCN2CCCCC2=O)c1	98.7	99.5	95.8	92.2	83.6
3	CCC#CCn1cnc2c(OC)ncnc21	102.8	107.3	91.0	93.1	84.1
4	COc1c(N2CC3CCCNC3C2)c(F)cc2c(=O)c(C(=O)N/N=C/c3ccc(N(C)C)cc3)cn(C3CC3)c12 (centres undefined)	90.0	87.3	95.7	81.6	73.0
5	O=C1c2ccccc2C(=O)N1CCCCNc1ccccc1	107.0	100.7	101.3	102.6	100.7
6	Cc1[nH]nc2c1C(c1cc3ccccc3nc1Cl)C(C#N)=C(N)O2 (centres undefined)	112.1	96.5	120.9	97.2	87.0
7	C/C(=N\Nc1nnc(/C=C\c2ccco2)c(=O)[nH]1)C(=O)O	107.7	31.7	102.8	107.2	87.8
8	CC(C)c1ccc2occ(C=C3C(=O)NC(=O)NC3=O)c(=O)c2c1	89.1	80.1	123.2	90.1	88.7

cpd	IGROV1	SK-OV-3	OVCAR-3	NCI-H23
1	94.7	93.0	106.5	89.3
2	74.0	101.2	119.7	99.0
3	96.0	98.6	112.0	87.9
4	58.9	114.4	51.2	69.1
5	140.6	113.0	91.0	104.4
6	99.7	82.0	110.4	94.7
7	52.9	/	97.5	108.1
8	120.2	109.3	95.6	97.5

Continued:
cpd	smiles	OVCAR-4	OVCAR-8	OVCAR-5	NCI/ADR-RES	NCI-H522
9	Cc1cc(C)c(C)c(Br)c1C	101.9	104.2	106.1	98.9	89.7
10	Cc1ccc(-c2nc(SCC(=O)Nc3nc(-c4ccc(Cl)cc4)cs3)[nH]c(=O)c2C#N)cc1	110.9	92.3	94.3	109.3	77.5
11	O=S(=O)(Nc1ccccc1)C1CCCCC1	116.6&108.3	108.1&110.3	104.1&107.4	105.3&112.3	94.1&84.5
12	O=C1CC[C@@H](C(=O)N[C@H]2CSSC[C@@H](C(=O)NCCc3ccccc3)NC(=O)[C@H](Cc3ccccc3)NC(=O)[C@@H]3CCCN3C(=O)[C@@H]3CCCN3C2=O)N1	104.9	103.7	90.4	99.8	96.2
13	N[C@@H](CCCCNCC(=O)O)C(=O)O	100.8	105.0	102.3	101.2	96.3
14	Cc1cc(O)c2c(c1)C[C@H]1[C@@H]3CC[C@H]4CC(=O)CC[C@]4(C)[C@H]3CC(=O)[C@]21C	108.6	97.4	79.7	83.8	73.9
15	O=C(O)C1CC2C3CC(C(=O)O)C(C3)C2C1 (centres undefined)	112.1	104.1	99.8	104.4	/
16	NC(CO)C(=O)O (centres undefined)	102.2	99.6	107.8	108.4	110.1

cpd	IGROV1	SK-OV-3	OVCAR-3	NCI-H23
9	108.4	/	106.3	88.1
10	104.8	100.0	114.9	95.1
11	127.3&105.3	103.1&106.9	104.4&110.7	96.6&98.6
12	/	97.5	103.6	92.7
13	107.6	103.1	113.8	95.1
14	126.3	114.3	98.0	77.3
15	128.7	108.0	116.6	101.3
16	111.8	107.3	104.7	108.6

Remaining list, next part:
cpd	smiles	OVCAR-4	OVCAR-8	OVCAR-5	NCI/ADR-RES	NCI-H522
17	Cc1nc2ccc(Nc3nc(NCCN)nc(Nc4ccc(F)cc4)n3)cc2n1Cc1ccccc1	101.8	82.3	93.8	/	69.0
18	CC(SC(C)C(=O)N/N=C/c1c[nH]c2ccccc12)C(=O)N/N=C\c1c[nH]c2ccccc12 (centres undefined)	115.2	108.0	103.9	102.3	97.2
19	COc1ccc(O)c(/C=C2\SCc3cc4cc(OC)ccc4[o+]c32)c1	100.5	106.5	100.1	104.1	97.9
20	CNc1nc2c(N)ncnc2n1C1OC(CO)C(O)C1O (centres undefined)	98.3	96.6	108.0	98.3	100.6
21	CCCCNC(=O)c1[nH]cc(-c2ccccc2)c1-c1ccccc1OC	88.3	94.5	101.2	101.5	87.5
22	O=C(O)c1ccc(S(=O)(=O)N(Cl)Cl)cc1	106.2	101.7	110.3	107.5	113.7
23	CC1(C)C2CCC(O)(C(=O)O)C1C2 (centres undefined)	99.2	112.3	112.2	115.7	117.5
24	COCCOc1ccc(C(=O)Nc2ccc(C(N)=O)cc2)cc1	106.8	99.1	110.9	99.2	/

cpd	IGROV1	SK-OV-3	OVCAR-3	NCI-H23
17	99.6	86.8	93.1	89.6
18	109.6	99.7	104.0	101.5
19	109.0	123.9	113.8	102.3
20	116.7	103.0	115.5	106.5
21	97.4	100.0	99.0	95.3
22	117.9	127.9	133.6	97.3
23	95.8	103.0	118.2	112.9
24	105.4	104.5	103.8	106.5

Retrieved by structure from the list above (two):
cpd	smiles	OVCAR-4	OVCAR-8	OVCAR-5	NCI/ADR-RES	NCI-H522
23	CC1(C)C2CCC(O)(C(=O)O)C1C2 (centres undefined)	99.2	112.3	112.2	115.7	117.5
18	CC(SC(C)C(=O)N/N=C/c1c[nH]c2ccccc12)C(=O)N/N=C\c1c[nH]c2ccccc12 (centres undefined)	115.2	108.0	103.9	102.3	97.2

cpd	IGROV1	SK-OV-3	OVCAR-3	NCI-H23
23	95.8	103.0	118.2	112.9
18	109.6	99.7	104.0	101.5

The listing continues.
cpd	smiles	OVCAR-4	OVCAR-8	OVCAR-5	NCI/ADR-RES	NCI-H522
25	CCc1nn2c(-c3ccc(OC)c(OC)c3)c(-c3cc(OC)c(OC)c(OC)c3)nc2s1	58.5	93.1	81.2	78.0	61.1
26	COc1cc(Cn2c(-c3ccccc3)cc3c2-c2oncc2CC3)cc(OC)c1OC	54.8	34.2	69.1	4.6*	5.3*
27	NS(=O)(=O)c1ccc(CCNC(=O)CSc2nc(-c3ccccc3)cc(=O)[nH]2)cc1	115.0	102.8	109.5	109.4	96.5
28	C[N+](C)(C)Cc1ccccc1C(=O)c1ccccc1	98.6	96.4	103.7	100.9	105.7
29	COc1ccc(CN(c2ccc(C)cc2)C2OC(=O)c3ccccc32)cc1OC (centres undefined)	103.2	108.2	89.7	96.3	97.2
30	Clc1ccc(C2=N[C@H]3CCC[C@@H]3N(c3ccccc3)C(C(Cl)Cl)=N2)cc1	98.4	103.2	90.0	99.6	92.0
31	COc1cc(OC)c2c(=O)c3c(CC=C(C)C)cc(OC)c(O)c3oc2c1	98.5	88.6	96.2	78.8	53.0
32	NNC(=O)C(O)(c1ccccc1)c1ccccc1	114.4	110.6	112.4	109.7	115.5

cpd	IGROV1	SK-OV-3	OVCAR-3	NCI-H23
25	92.6	93.1	82.6	91.8
26	18.4	13.0	-44.3*	48.4
27	99.7	100.7	119.0	/
28	96.2	100.4	106.7	103.6
29	116.3	118.3	112.8	106.1
30	90.3	105.0	102.2	99.9
31	91.7	96.6	92.8	93.7
32	114.7	110.5	117.1	104.7

Remaining list, next part:
cpd	smiles	OVCAR-4	OVCAR-8	OVCAR-5	NCI/ADR-RES	NCI-H522
33	NNc1nc(-c2cc3ccccc3oc2=O)cs1	86.8	93.9	98.7	99.3	79.4
34	CCCSc1nc(N)nc2c1ncn2C1OC(CO)C(O)C1O (centres undefined)	116.3	106.1	101.5	102.6	71.8
35	COc1ccc(/C=C/C(O)CCN2CCC3CCC(C3)C2)cc1 (centres undefined)	109.6	113.2	100.6	101.9	90.5
36	COc1ccc2nc(-c3ccc(Cl)cc3)cc(-c3nnc(SC/C(=N\O)c4ccccc4)n3-c3ccccc3)c2c1	84.5	82.3	88.6	88.2	82.7
37	CCOC(=O)[C@@H]1CCCN(S(=O)(=O)c2ccc(S(=O)(=O)N(CC)CC)cc2)C1	57.5	76.3	92.1	60.7	59.7
38	N#Cc1nnc2c(C#N)c(NC(=O)c3ccccc3)nn2c1N	107.2	97.1	101.8	103.5	100.6
39	COc1ccc(-n2c(-c3sc(NC(C)=O)nc3C)n[nH]c2=S)cc1	112.9	102.9	97.8	102.9	101.9
40	O/N=C/c1ccc(Cl)c(Cl)c1	113.4	106.1	94.9	104.2	95.6

cpd	IGROV1	SK-OV-3	OVCAR-3	NCI-H23
33	98.6	92.3	101.1	93.9
34	111.5	110.4	111.1	100.0
35	113.0	102.3	110.5	96.4
36	104.6	99.9	86.4	92.9
37	65.0	98.2	91.7	46.9
38	93.2	96.8	101.4	92.7
39	101.9	104.2	117.3	96.9
40	104.4	106.1	114.3	103.6

The list goes on.
cpd	smiles	OVCAR-4	OVCAR-8	OVCAR-5	NCI/ADR-RES	NCI-H522
41	CS(=O)(=O)/C(C#N)=C/c1c[nH]c2ccccc12	118.9	99.1	80.7	89.0	93.0
42	c1ccc2c(c1)CCCC2c1cc2ccccc2s1 (centres undefined)	102.8	100.3	88.5	95.7	103.7
43	CCCCCCCn1ncc2c(Nc3cccc(Br)c3)ncnc21	93.6	98.8	106.1	114.5	92.9
44	CC(C)=COC(=N)C(N)=O	81.1	101.1	106.2	106.4	/
45	CC(=O)N(C)c1ccc2c(c1)C(=O)c1ccccc1-2	98.3	98.6	102.4	100.0	88.7
46	COc1ccc(C/C(C)=C(\c2ccc(O)cc2)c2ccc(OCCN3CCCC3)cc2)cc1	103.9	103.0	99.1	104.5	97.5
47	Cc1c(C(=O)NO)sc2ncnc(Nc3cccc4[nH]cnc34)c12	111.9	103.6	107.0	102.7	94.4
48	CCn1c(SCC(=O)Nc2ccc(-c3nc4ccc([N+](=O)[O-])cc4[nH]3)cc2)nc2ccccc2c1=O	102.1	96.4	93.5	95.6	91.1

cpd	IGROV1	SK-OV-3	OVCAR-3	NCI-H23
41	72.4	98.7	108.9	91.2
42	85.2	106.7	91.5	89.9
43	95.1	109.2	106.5	/
44	95.6	95.3	107.5	95.0
45	106.0	117.0	112.6	100.4
46	102.9	100.5	108.2	104.7
47	97.9	124.5	106.1	92.3
48	91.9	114.0	96.6	87.1

Following part
cpd	smiles	OVCAR-4	OVCAR-8	OVCAR-5	NCI/ADR-RES	NCI-H522
49	N#CC1C2=C(Cc3ccccc3C2)C2(C(=O)Nc3ccccc32)C(C#N)(C#N)C1N (centres undefined)	62.6	70.7	102.6	79.4	44.6
50	COc1ccc(/C=N/NC(=O)c2cnn(CC(O)c3ccccc3)c2N)cc1OC (centres undefined)	102.6	85.5	98.8	104.2	97.1
51	CN(C)c1cccc2c(S(=O)(=O)Nc3cccc(-c4csc(NC(=O)CCCN)n4)c3)cccc12	64.8	89.6	99.2	91.9	79.9
52	COc1ccc(C2=NNC(c3cc(-c4cc5ccccc5o4)n(-c4ccccc4)n3)C2)cc1 (centres undefined)	104.0	99.0	103.8	101.4	99.2
53	COC(=O)C(Cc1ccccc1)NC(=O)CCCNC(=O)OCc1ccccc1 (centres undefined)	91.9	104.7	93.8	97.3	83.4
54	c1coc(CNc2ccnc(Nc3ccc(OCCN4CCCC4)cc3)n2)c1	85.6	91.6	88.8	105.9	85.6
55	CCOC(=O)c1nn(-c2ccc([N+](=O)[O-])cc2)c(=N/N=C(\C)c2c(O)c(OC)c3occc3c2OC)s1	99.0	105.1	108.9	100.9	89.1
56	O=C(O)c1nc(=O)[nH]c(=O)[nH]1	101.9&109.2	94.7&102.2	89.2&106.7	104.2&102.1	89.7&109.3
57	CC(=O)OCC1OC(OC2C(COC(C)=O)OC(n3cc(COc4ccc5ccc(=O)oc5c4)nn3)C(OC(C)=O)C2OC(C)=O)C(OC(C)=O)C(OC(C)=O)C1OC(C)=O (centres undefined)	115.1	105.9	111.7	99.9	71.3
58	Cc1ccc(Sc2nc(-c3ccccc3)oc2Sc2ccc(C)cc2)cc1	88.2	95.8	113.9	95.7	64.1

cpd	IGROV1	SK-OV-3	OVCAR-3	NCI-H23
49	67.1	110.5	64.2	/
50	95.1	87.2	95.0	97.1
51	89.3	102.6	89.4	80.8
52	107.1	93.5	109.7	105.6
53	99.2	100.5	103.1	100.4
54	96.4	110.8	88.9	93.0
55	104.8	114.0	100.0	95.4
56	98.3&129.3	106.9&110.7	109.4&124.8	101.4&99.0
57	111.0	108.8	113.2	/
58	96.1	89.6	94.8	87.4
